Screening results (PubChem BioAssay)
Gal4-VP16 FLuc – counter-screen for ROR gamma inhibitors: Gal4-VP16 reporter | Drosophila S2 Gal4-VP16 UAS-luciferase, luminescence, 20 h | Potency, µM (top dose mostly 53.6 µM), for the others: at the top dose activity, negative = inhibition, most hits filed as inhibitors | 310,000 tested, 3.5% active | AID 2546;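 further: Gal4-VP16 expression switched on by copper sulfate through the metallothionein promoter; on the % scale 0 is the no-effect control and ±100 the full control effect; nearly all actives have a fitted effect of over 50% in size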
Rab9 promoter act – Rab9 promoter activation; Huh7 Rab9 promoter-luciferase reporter, luminescence, 24 h; Potency, µM (highest dose often 9.22 µM), for inactives: at the top dose activation, negative = inhibition, actives largely listed as activators; 320,000 tested, 2.8% active; further: % of control where 0% means no effect; nearly all actives have a fitted effect of over 60% in size
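Huh7 cells stably carrying a Rab9 promoter-luciferase reporter, 1500 cells per well in OP-MEM I with 10% FBS, treated with compound 24 hours at 37C. Luciferase activity read by luminescence after 10 minutes with Amplite reagent.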
MLL CXXC-DNA inh – MLL CXXC-DNA interaction inhibition. Q03164. MLL-CXXC / FITC-HOXA9 DNA fluorescence polarization. Potency, µM (highest dose often 115 µM), inactives show top-dose activity change, negative = inhibition, usual class: inhibitors. 290,000 tested, 0.037% active; active means well fitted inhibition curve with a large enough effect in the polarisation, with a control signal flat, not every such curve was filed as active; inconclusive means small, poorly fitted or top-dose-only effect, or effect the other way, or a change in a side signal; inactive means no such curve, though single readings can be large or run the other way; the % refers to the polarisation
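Steps: dispense CXXC domain solution (7 uM) → pin compounds or unlabeled HOX-A9 DNA control → 5 min ambient → add FLSN-HOX-A9 solution (50 nM) → spin → 30 min ambient → fluorescence polarization. Tris pH 7.5/NaCl/DTT/BSA buffer.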
ELG1 genotoxic – genotoxicity induction in ELG1-luciferase HEK293T cells; HEK293T ELG1-luciferase reporter, luminescence, 16 h; Potency, µM (top dose mostly 46 µM), for inactives: at the highest dose activity change, positive = activation, hits mostly activators; 330,000 tested, 1.3% active; AID 504466; further: % of control where 0% means no effect; nearly all actives have a fitted effect of over 60% in size
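Genotoxicity was scored as increased ELG1-luciferase reporter signal, measured by ONE-Glo luminescence (30 min, room temperature). Compound or vehicle exposure of the HEK293T reporter cells lasted 16 hr at 37°C.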
FLuc modulator – firefly luciferase modulation, counter-screen for miR-21 project; P08659; purified FLuc, Km substrates, luminescence inhibition; 360,000 tested, 6.9% active; Potency, µM (titrated, usually from 57.5 µM), for the others: top-dose activity change, negative = inhibition, hits mostly inhibitors;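 further: plate controls were vehicle for no effect and reference inhibitor for full effect; nearly all actives have a fitted effect of over 55% in size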
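Biochemical qHTS of compounds, final roughly 60 µM downward over six points, against 10 nM purified firefly luciferase using Km concentrations of substrates (10 uM D-luciferin, 10 uM ATP) in Tris acetate pH 7.5 buffer; luminescence output.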
BRCA1 expr up – activators of BRCA1 expression; 380,000 tested, 1.1% active; MCF7-BRCA1-FFLuc reporter, luminescence, 48 h; response scale: scaled: vehicle 0%, 10 µM genistein 100%; AID 624202; Potency, µM (top dose mostly 46.1 µM), without a hit: at the top dose activation, hits mostly activators; further: nearly all actives have a fitted effect of over 80% in size; some results filed as inactive show a strong effect at the top dose
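Using MCF7 cells harboring a BRCA1 firefly luciferase reporter, plated 2 h before compound pinning, the screen measured luminescence after 48 h incubation. Responses were normalized to DMSO and 10 microM genistein, then fitted for concentration-effect.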
NPC1 promoter act – activators of NPC1 promoter | Potency, µM (series often up to 9.22 µM), for the others: at the top dose activation, most hits filed as activators | Huh7 NPC1 promoter luciferase reporter, 24 h | 320,000 tested, 2.4% active;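 further: % of control where 0% means no effect; nearly all actives have a fitted effect of over 60% in size; reporter is driven by a mutant NPC1 promoter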
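Stable NPC1-promoter luciferase Huh7 line; cpd (DMSO) 24 h, 37 °C, 5% CO2; Amplite luciferase reagent 10 min RT; luminescence readout. qHTS format.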
RORgamma inh – ROR gamma (mouse) transcription inhibition | P51450 | Drosophila S2 Gal4-RORgamma UAS-luciferase reporter, 20 h | Potency, µM (highest dose often 53.6 µM), without a hit: at the highest dose activity change, negative = inhibition, hits mostly inhibitors | 310,000 tested, 5.4% active; further: on the % scale 0 is the no-effect control and ±100 the full control effect; nearly all actives have a fitted effect of over 60% in size
Target sequence (P51450 whole entry, looked up, the tested form may be a part): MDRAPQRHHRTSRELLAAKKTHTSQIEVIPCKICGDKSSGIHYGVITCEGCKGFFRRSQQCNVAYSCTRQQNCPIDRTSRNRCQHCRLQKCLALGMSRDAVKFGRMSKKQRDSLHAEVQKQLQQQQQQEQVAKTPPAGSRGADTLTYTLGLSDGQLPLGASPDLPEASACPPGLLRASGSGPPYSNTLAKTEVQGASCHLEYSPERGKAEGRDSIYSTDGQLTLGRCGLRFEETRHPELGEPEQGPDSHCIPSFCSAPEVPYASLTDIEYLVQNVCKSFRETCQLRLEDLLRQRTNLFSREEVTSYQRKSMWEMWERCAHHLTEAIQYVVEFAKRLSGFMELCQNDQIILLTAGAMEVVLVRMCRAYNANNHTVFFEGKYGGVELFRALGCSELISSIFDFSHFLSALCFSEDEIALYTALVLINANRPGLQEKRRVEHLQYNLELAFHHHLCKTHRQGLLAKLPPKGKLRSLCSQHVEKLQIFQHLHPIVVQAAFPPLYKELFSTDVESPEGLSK
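Luminescence from a UAS-regulated Photinus luciferase reporter in stably transfected Drosophila Schneider cells is measured; decreased signal marks ROR gamma inhibition. Fusion expression is induced by 700 uM copper sulfate for 20 hr.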
MBNL1 CUG block – MBNL1-poly(CUG) RNA binding inhibition. Q9NR56. TR-FRET MBNL1-His/biotin-(CUG)12 binding, 665/545 ratio. Potency, µM (titrated, usually from 57.5 µM), without a hit: top-dose activity change, negative = inhibition, usual class: inhibitors. 280,000 tested, 0.036% active. AID 2675; active means well fitted inhibition curve with a large enough effect in the signal ratio, with a control signal flat, not every such curve was filed as active; inconclusive means small, poorly fitted or top-dose-only effect, or effect the other way, or a change in a side signal; inactive means no such curve, though single readings can be large or run the other way; the % refers to the signal ratio; further: on the % scale 0 is the no-effect control and ±100 the full control effect
Target sequence (Q9NR56 whole entry, looked up): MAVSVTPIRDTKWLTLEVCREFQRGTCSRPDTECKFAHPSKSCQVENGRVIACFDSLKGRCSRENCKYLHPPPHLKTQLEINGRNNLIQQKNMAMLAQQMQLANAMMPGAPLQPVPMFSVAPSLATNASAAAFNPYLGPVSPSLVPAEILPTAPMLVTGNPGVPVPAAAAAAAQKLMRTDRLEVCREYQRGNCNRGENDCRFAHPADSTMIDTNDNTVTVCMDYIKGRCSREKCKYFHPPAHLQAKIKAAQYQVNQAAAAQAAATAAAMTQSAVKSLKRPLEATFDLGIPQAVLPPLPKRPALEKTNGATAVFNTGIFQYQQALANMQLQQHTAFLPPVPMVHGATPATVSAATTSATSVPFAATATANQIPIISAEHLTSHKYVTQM
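Compounds (final 92 nM to 58 uM) are added to His-tagged MBNL1 and biotin-(CUG)12, then terbium anti-His antibody and streptavidin-XL665 (5 nM final). After 60 min at room temperature, the 665/545 nm ratio is read.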
uPA generation – blocks generation of uPA at the cell surface | Potency, µM (top dose mostly 38.3 µM), inactives show top-dose activity change, negative = inhibition, usual class: inhibitors | 330,000 tested, 0.31% active | cell surface uPA generation assay, qHTS | AID 540303; active means well fitted inhibition curve with a large enough effect; inconclusive means small, poorly fitted or top-dose-only effect; inactive means no such curve, though single readings can be large or run the other way; tested in mouse RAW 264.7 cells; further: on the % scale 0 is the no-effect control and ±100 the full control effect; nearly all actives have a fitted effect of over 55% in size
p53 reactivation – re-activators of mutant p53; H1299 p53-A138V BP100-luciferase reporter, luminescence, 24 h; Potency, µM (top dose mostly 92.2 µM), inactives show at the highest dose activity change, positive = activation, hits mostly activators; 320,000 tested, 0.063% active; further: % of control where 0% means no effect; nearly all actives have a fitted effect of over 45% in size
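p53-null H1299 cells stably carrying temperature-sensitive p53-A138V and a BP100-luciferase reporter were pinned with compounds (4-point, 1:5 series) and held 24 hrs at 37 deg C. Luminescence was read 10 min after detection reagent.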
* hit, by the source's call; ? = inconclusive; nt = not tested or not shown; & = joins results of further samples; [ ] = remark or other dose. Unless noted, the call rests on the fitted dose curve; in most records, active means well fitted curve in the direction sought with a large enough effect; inconclusive means small, poorly fitted or top-dose-only effect, or another doubt; inactive means no such curve, though single readings can be large; an effect the other way counts as inactive or inconclusive. Potency means the concentration at half of the fitted maximal effect. This is a subset; the hit share may differ from the screen's.

SMILES	Gal4-VP16 FLuc	Rab9 promoter act	MLL CXXC-DNA inh	ELG1 genotoxic	FLuc modulator	BRCA1 expr up	NPC1 promoter act	RORgamma inh	MBNL1 CUG block	uPA generation	p53 reactivation
COCCCNC(=O)CCc1nnc2ccc(N3CCC(C)CC3)nn12	-1%	3%	-3%	0%	1%	11%	1%	7%	-4%	-1%	-5%
S=c1[nH]nc(COc2ccc(Cl)cc2)n1C1CCCCC1	0.79µM*	1%	-5%	-1%	-1%	0%	-9%	1.1µM*	-7%	8%	-6%
COc1ccc(NC(=O)COc2ccc(CNCCCN3CCOCC3)cc2OC)cc1	-8%	-3%	-1%	6%	2%	1%	1%	-7%	10%	0%	-2%
CC1CCC/C(=C\Nc2ccc(O)cc2)C1=O (stereo not drawn)	-3%	?	13%	18µM*	21µM*	?	2%	-3%	?	-9%	25%
O=C(COC(=O)c1cnc(Cl)c(Cl)c1)NCCC1=CCCCC1	4%	-1%	4%	2%	3%	0%	0%	-15%	0%	2%	2%
Cc1sc2nc(COC(=O)c3ccc(Cl)c(N)c3)[nH]c(=O)c2c1C	-6%	-3%	1%	0%	-5%	-3%	1%	42%	2%	12%	-4%
COc1ccc(CC(=O)NC2CCN(Cc3nnnn3C(C)(C)C)CC2)cc1OC	5%	-1%	0%	-3%	1%	-1%	-2%	6%	2%	2%	2%
COc1ccc(C2=CC(=O)C[C@H](c3ccc(Cl)cc3)C2)cn1	nt	-12%	nt	-1%	1%	-6%	-2%	nt	nt	6%	-6%
COc1ccc2c(c1)OC[C@H]1[C@H]2N2C(=O)c3cc(OC)c(OC)cc3NC(=O)[C@@]2(C)[C@H]1c1ccccc1	nt	-13%	nt	-7%	-2%	-69%	-14%	nt	nt	?	-15%
CCn1c(=O)n(CC)c2cc(NS(=O)(=O)c3ccccc3)ccc21	6%	2%	8%	-4%	5%	-46%	-5%	4%	-6%	-1%	-12%
COc1ccc(COc2cc(-c3cccc(OC)c3)nc3ccc(NC(=O)c4ccc(OC)cc4)cc23)cc1	-9%[40.7 µM]	-2%	9%	1%	-1%	-76%	-16%	?	26%	?	-1%
COc1ccc(C(=O)CSc2nnc(-c3cc4ccccc4cc3O)n2Cc2ccco2)cc1	-24%	7%	0%	-8%	2%	-4%&-58%	-15%	?	-7%	nt	3%
O=C(CC12CC3CC(CC(C3)C1)C2)NCc1ccccc1	-12%	0%	13%	-1%	-2%	-21%	-5%	8%	1%	-9%	1%
O=C(NCCc1ccccc1)C1CCC(CNS(=O)(=O)c2ccc(F)cc2)CC1 (stereo not drawn)	18%	5%	12%	?	1%	0%	1%	2%	-3%	-12%	29%
CCc1ccccc1NC(=S)N(CCN1CCOCC1)Cc1ccccc1F	-6%	18%	-1%	-1%	-1%	-30%	1%	16µM*	-8%	-2%	1%
Cc1cccc(N2C(=O)C(O)=C(C(=O)c3cccs3)C2c2ccc(F)cc2)n1 (stereo not drawn)	-2%	6%	-2%	-2%	-3%	21%	-4%	?	37%[activator]	1%	6%
CCN(CC(=O)NCc1ccc(Cl)cc1)C(=O)CCOc1ccc(C)cc1	nt	1%	nt	-7%	-15%	7%	4%	nt	nt	8%	-4%
Cc1ccc(S(=O)(=O)/N=C(\N)Nc2nc(C)c3ccccc3n2)cc1	-15%	0%	3%	7%	0%	-8%	-8%	23%	-20%	-1%	-8%
O=C1CN(C(=O)COC(=O)CCS(=O)(=O)c2ccccc2)c2ccccc2N1	nt	3%	nt	0%	nt	-13%	0%	nt	nt	-3%	17%
O=C(Nc1ccn(C2CC(OC(=O)c3ccccc3)C(CO)O2)c(=O)n1)c1ccccc1 (stereo not drawn)	-15%	3%	-8%	-4%	0%	-10%	1%	-11%	1%	-3%	-7%
Clc1ccc(-n2nnnc2-c2ccno2)cc1	-3%	3%	-1%	2%	-1%	-1%	-3%	15%	nt	2%	3%
COc1ccc(CC(C)CC(=O)NCCc2ccc(OC)c(OC)c2)cc1 (stereo not drawn)	4%	-8%	-2%	-3%	2%	-3%	3%	12%	4%	17%	-7%
CC(C)(C)C(=O)c1cnc(Nc2ccccc2)s1	26%	nt	-5%	nt	6µM*	4.5µM*	nt	?	52%[activator]	-12%	nt
O=Cc1ccc(O)cc1O	-10%	-6%	-2%	2%	8%	7%	-4%	-29%	-3%	3%	nt
C/C(=N/NC(=O)CCc1c(C)n[nH]c1C)c1cccc([N+](=O)[O-])c1	0%	-4%	-1%	1%	2%	-19%	-1%	-7%	?	16%	-1%

Later entries:
SMILES	Gal4-VP16 FLuc	Rab9 promoter act	MLL CXXC-DNA inh	ELG1 genotoxic	FLuc modulator	BRCA1 expr up	NPC1 promoter act	RORgamma inh	MBNL1 CUG block	uPA generation	p53 reactivation
CC(C)c1ccc(NC(=O)CNCC(c2ccccc2)N(C)C)cc1 (stereo not drawn)	9%	1%	-4%	-3%	-3%	-2%	-3%	-11%	nt	0%	-1%
CCOC(=O)c1c(C)[nH]c(C)c1C(=O)CSc1nc2ccccc2c(=O)n1-c1ccc(CC)cc1	-5%	-1%	-7%	-13%	1%	-39%	-7%	?	0%	1%	-5%
Cn1c(=O)c2cc(S(=O)(=O)NCCC(=O)NCc3ccccc3Cl)ccc2n(C)c1=O	-2%	15%	-4%	4%	-1%	-22%	-2%	24%	-6%	nt	-5%
O=C(Cn1c(=O)c2cccn2c2cccnc21)NCCCN1CCN(c2ccc(F)cc2)CC1	-5%	-4%	8%	-1%	2%	-6%	-5%	0%	5%	-9%	13%
CC(=O)N/N=C(\C)CC(=O)Nc1cccc(C(F)(F)F)c1	2%	-3%	9%	27%	3%	-4%	0%	12%	-5%	2%	-2%
CCOc1ccccc1C(=O)N[C@H](C(=O)OCc1cc([N+](=O)[O-])cc2c1OCOC2)C(C)C	-20%	-10%	10%	-3%	5%	-78%	-4%	19%	-1%	-6%	10%
COc1cc2c(cc1NC(=O)CSc1ccc(C)cc1)oc1ccccc12	-13%	-2%	15%	-6%	1%	0%	-2%	?	-2%	nt	-3%
CC1(C)CC(=O)C(C=NCCN2CCNC2=O)=C(O)C1	-18%	0%	7%	0%	-1%	-13%	-1%	0%	-2%	1%	1%
O=C(NCc1ccccc1Cl)C(=O)NCC1OCCN1S(=O)(=O)c1cccs1 (stereo not drawn)	-4%	-4%	30%	3%	0%	6%	-2%	28%	-2%	-1%	0%
CCOC(=O)c1c(C2CC2)csc1NC(=O)COC(=O)c1cnc(Cl)c(Cl)c1	2%	-4%	6%	11%	2%	-10%	1%	-7%	nt	5%	3%
Cc1ccc(-n2c(CCC(=O)O)ccc2-c2cccs2)cc1C	-7%	-8%	-11%	2%	12µM*	15%	2%	-14%	3%	1%	3%
Cc1c(-c2c(C#N)c(N)nc3c2CCCCCC3)cnn1C	1%	9%	6%	3%	2%	-4%	?	13%	9%	3%	1%
CC(C)(C)c1ccc(-c2conc2N)cc1	?	2.5µM*	-8%	12%	2.7µM*	?	?	-25%	0%	nt	?
Cc1nn(Cc2ccc(Cl)cc2)c(C)c1NC(=O)c1ccc([N+](=O)[O-])cc1	0%	0%	-3%	-7%	5%	-3%	-5%	?	?	5%	10%
CC1(C)OC(=O)C(=CSc2ccc(C(C)(C)C)cc2)C(=O)O1	-8%	-9%	10%	-4%	-3%	-16%	-2%	0%	-1%	-4%	0%
CN1CCN(Cc2cccc(Oc3ccc(Cl)cc3)c2)CC1	19%	6%	13%	7%	?	26%	-5%	43%	-2%	-11%	16%
O=C1NCC(CN(c2ccccc2)c2ccccc2)O1 (stereo not drawn)	-7%	-7%	12%	1%	?	2%	0%	17%	-5%	0%	-8%
COc1ccc(C)cc1S(=O)(=O)N1CCC2(CC1)OCCN2S(=O)(=O)c1cccs1	nt	0%	nt	-6%	-1%	-13%	0%	nt	nt	-7%	-7%
O=C(CCc1c[nH]c2ccccc12)NC(Cc1ccccc1)C(=O)O (stereo not drawn)	2%	-11%	18%	-4%	7%	27%	-1%	-20%	3%	1%	0%
CC(=O)N1CSCC1C(=O)NNS(=O)(=O)c1cccc(C(F)(F)F)c1 (stereo not drawn)	5%	-4%	-6%	-1%	2%	-5%	-6%	12%	nt	-15%	-3%
COc1ccc(OC)c(NC(=O)c2cc3ccccc3cc2OC)c1	2%	7%	6%	2%	24µM*	-20%	2%	?	14%	-1%	nt
O=S(=O)(c1ccc(F)c(F)c1)N1CCN(CCc2ccccc2)CC1	nt	-1%	1%	-2%	0%	-20%	0%	nt	3%	-8%	nt
CCn1cc(CN2CCCC(C(=O)Nc3cccc(-c4cc5ccccc5[nH]4)c3)C2)cn1 (stereo not drawn)	3%	-5%	12%	-2%	1%	-25%	0%	0%	2%	-2%	-4%
